# Tb PYK inh – inhibitors of Trypanosoma brucei pyruvate kinase; Q57TT1; TbPYK enzyme, Kinase-Glo Plus ATP luminescence, 45 min; Potency, µM (titrated, usually from 76.8 µM), inactives show at the top dose activity, negative = inhibition, actives largely listed as inhibitors; 410,000 compounds, 0.12% hits; active = well fitted inhibition curve with a large enough effect; inconclusive = small, poorly fitted or top-dose-only effect; note: nearly all actives have a fitted effect of over 50% in size
#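 T. brucei PYK with substrate was exposed to pin-transferred compounds across a concentration series, then started with 130 uM ADP (final). After 45 min at room temperature, Kinase-Glo Plus luminescence was read, normalized and curve-fitted.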
# * marks the source's active call; other numbers are inactive results; u = inconclusive; [ ] = remark or other dose. % is set by controls: 0 for no effect and ±100 for the full control effect; potency is the fitted concentration of half-maximal effect. These rows are one share of the data, so the mix of outcomes need not match the whole.
SMILES,Tb PYK inh
CC(Oc1ccccc1)C(=O)Nc1ccc(OCc2cc(=O)n3ccsc3n2)cc1 (stereo unspecified),-1%
O=C(CSc1nc2c([nH]c3ccccc32)c(=O)n1-c1ccc(Cl)cc1)N1CCOCC1,3%
CC(C)C[C@@H](COCc1cccc(C(F)(F)F)c1)N1CCN(C(=O)c2ccc(C(F)(F)F)cc2)CCC1=O,0%
O=C(Cn1nc(C(F)(F)F)c2c1CCCC2)Nc1ccc(Br)cc1,-1%
CCOC(=O)C1=CCN(S(=O)(=O)c2ccc(C)cc2)C1c1ccc(Cl)c(Cl)c1 (stereo unspecified),6%
Cc1ccc2oc(=O)c3cc(C(=O)NCCc4ccc(Cl)cc4)sc3c2c1,-2%
CCOc1ccc(NC(=O)CSc2oc(-c3cccs3)nc2S(=O)(=O)c2ccc(C)cc2)cc1,1%
CC1(C)NC(=O)C(CCc2ccccc2)NC1=O (stereo unspecified),-2%
Cc1ccc(-c2noc(-c3ccccc3NC(=O)C3CC(=O)N(c4cccc(C)c4)C3)n2)cc1 (stereo unspecified),-2%
CC(=O)Nc1ccc(-c2ccnc3c2CC(C(=O)Nc2ccc(C(C)C)cc2)O3)cc1 (stereo unspecified),1%
CCCC(O)c1nc2ccccc2n1CCCCOc1ccc(OC)cc1 (stereo unspecified),2%
COc1ccc2c(c1)-c1nc(NC(=O)c3cccc(Br)c3)sc1CC2,-8%
O=C(O)CCCNc1cc(N2CCN(C3CCCCC3)CC2)c2noc3c2c1C(=O)c1ccccc1-3,-3%
CCn1c2ccccc2c2nnc(SCC(=O)Nc3ccccc3OC)nc21,1%
COc1ccc(C2c3c(n(C)c4ccccc34)C(=O)N2CC(=O)Nc2ccc(F)cc2)cc1 (stereo unspecified),-3%[15.4 µM]
Cc1ccc(NC(=O)C2CCCN2S(=O)(=O)c2cccc3cccnc23)cc1C (stereo unspecified),-10%
Cc1ccc(Cn2ccn(Cc3ccccc3C)c(=O)c2=O)cc1,1%
Cc1ccc(CNC(=O)c2ccc(Cn3c(=O)c4ccccc4n(CC(=O)Nc4ccc(C)cc4C)c3=O)cc2)cc1,-11%
CNc1ncnc2c1ncn2[C@H]1CN(Cc2ccc3c(c2)OCO3)C[C@@H](CO)O1,2%
Cc1ccc(S(=O)(=O)N2C[C@H]3C(=O)C[C@@H](c4ccc(Cl)cc4)N(S(=O)(=O)c4ccccc4C)[C@H]3C[C@H]2c2ccccc2)cc1,-11%

# Fetched by structure from above (2):
SMILES,Tb PYK inh
O=C(Cn1nc(C(F)(F)F)c2c1CCCC2)Nc1ccc(Br)cc1,-1%
CCOC(=O)C1=CCN(S(=O)(=O)c2ccc(C)cc2)C1c1ccc(Cl)c(Cl)c1 (stereo unspecified),6%

# (list continues)
SMILES,Tb PYK inh
Cc1ccc(N2C(=O)CS(=O)(=O)C23C(=O)Nc2ccccc23)cc1C (stereo unspecified),-2%
O=C(Nc1ccc(C(O)c2ccccc2)cc1)[C@H]1C[C@H](O)[C@@H](CO)O1 (stereo partly specified),2%
O=C(NCc1ccc2c(c1)CCN2C(=O)c1ccncc1)c1cccc(Cl)c1,3%
COc1ccc(-c2noc(-c3ccc(NCc4cccnc4)c([N+](=O)[O-])c3)n2)cc1,0%
CCn1c(=O)c2cc(C(=O)NC3CCC(C)CC3)sc2c2ccccc21 (stereo unspecified),-3%
Cc1ccccc1NC(=O)Cn1c(=O)n(Cc2ccc3c(c2)OCO3)c(=O)c2ccc(C(=O)NC3CCCCC3)cc21,0%
O=c1c(-c2cc(-c3ccccc3)nc3c2COc2ccc(Cl)cc2-3)coc2ccccc12,1%
C[C@H](CO)N1C[C@H](C)[C@H](CN(C)Cc2cccc(O)c2)OCc2ccccc2-c2c(n(C)c3ccccc23)C1=O,-2%
CC1(C(=O)Nc2cnc3ccccc3c2)CCN1CCc1ccccc1 (stereo unspecified),2%
CC1(Cc2ccccc2Cl)C(=O)Nc2ccc(OC(F)(F)F)cc21 (stereo unspecified),-1%
CCN(CC)S(=O)(=O)c1ccc(OC)c(NC(=O)c2sc3ccccc3c2Cl)c1,1%
CCc1ccc(NC(=O)C2CCN(C(=O)N3CC(CC)Oc4ccccc43)CC2)cc1 (stereo unspecified),3%
Cc1cccc(OCc2ccc(-c3nc(C#N)c(N4CCC(C(N)=O)CC4)o3)o2)c1,-6%
O=C(Cn1c(SCc2ccc(F)cc2)nc2cccnc21)Nc1ccccc1F,4%
O=S(=O)(O)Sc1ccccc1,-14%
CCc1ccc(-n2c(SCC(=O)NC(C)CC)nc3n[nH]c(C)c3c2=N)cc1 (stereo unspecified),-3%
CCCCN1C[C@H](C)[C@@H](CC(=O)Nc2ccc(OC)cc2)C1=O,0%
COc1ccc(NC(=O)c2cc(C3CCCCN3C(=O)OCc3ccccc3)on2)c(C)c1 (stereo unspecified),-2%
Cc1nn(Cc2ccccc2Cl)c(C)c1NC(=O)c1cc(C(C)C)on1,-5%
CCOC(=O)[C@]12CCC=C1N(Cc1cccc3ccccc13)C(=O)[C@H](CC(=O)N1CCSCC1)C2,7%

# Taken from above.
# Cc1cccc(OCc2ccc(-c3nc(C#N)c(N4CCC(C(N)=O)CC4)o3)o2)c1 @ Tb PYK inh = -6%
# COc1ccc(-c2noc(-c3ccc(NCc4cccnc4)c([N+](=O)[O-])c3)n2)cc1 @ Tb PYK inh = 0%
# CC1(Cc2ccccc2Cl)C(=O)Nc2ccc(OC(F)(F)F)cc21 (stereo unspecified) @ Tb PYK inh = -1%
# Cc1ccc(N2C(=O)CS(=O)(=O)C23C(=O)Nc2ccccc23)cc1C (stereo unspecified) @ Tb PYK inh = -2%
# CCn1c(=O)c2cc(C(=O)NC3CCC(C)CC3)sc2c2ccccc21 (stereo unspecified) @ Tb PYK inh = -3%
# Cc1nn(Cc2ccccc2Cl)c(C)c1NC(=O)c1cc(C(C)C)on1 @ Tb PYK inh = -5%

# Going on with the list.
SMILES,Tb PYK inh
COc1cc(-c2nnc(SCCOc3ccc(Cl)cc3C)o2)cc(OC)c1OC,0%
Cc1cc(C)cc(N2C(=O)CSC23C(=O)N(CC(=O)Nc2ccc(F)cc2F)c2ccccc23)c1 (stereo unspecified),-7%
CC1=CC(=O)Nc2ncccc2O1,0%
CCOc1ccc(Nc2oc(/C=C/c3cccc(OC)c3)nc2C#N)cc1,10%
COc1ccc(CC(N)c2csc(NC(=O)c3ccc(F)cc3)n2)cc1 (stereo unspecified),0%
COc1ccc(NC(=O)N2CC[C@@]3(CCCN(C(=O)c4ccncc4)C3)C2)cc1,-5%
Cc1cc(Br)cn2c(Cc3ccsc3)c(-c3ccc(F)cc3)nc12,1%
C[C@@H]1CN([C@@H](C)CO)C(=O)CCCn2nncc2CO[C@@H]1CN(C)C(=O)c1ccc(N2CCN(C)CC2)cc1,2%
COc1ccccc1NC(=O)CSc1oc(-c2ccccc2)nc1S(=O)(=O)c1ccccc1,0%
CCC(=O)N1c2ccccc2CC1C(=O)NCCc1ccc(SC)cc1 (stereo unspecified),-1%
CC1(C(=O)Nc2cccc(C(F)(F)F)c2)Cc2c(-c3ccccc3)ccnc2O1 (stereo unspecified),2%
O=C(NNC(=S)Nc1cccc(C(F)(F)F)c1)c1ccncc1,-19%
CCc1ccc(OCC(=O)Nc2c(C(=O)c3ccc(Br)cc3)oc3ccccc23)cc1,6%
O=S(=O)(c1ccc(Br)cc1)c1nnn2c1nc(NC1CCCCCC1)c1sccc12,-8%
Cc1ccc(C(=O)Nc2nnc(S(=O)(=O)N(C)Cc3ccco3)s2)cc1,u
O=C(CCCN1C(=O)c2cccc3cccc(c23)C1=O)OCC(=O)N1CCCCC1,0%
Cc1ccc(CC(=O)Nc2ccc3c(c2)N(C)C(=O)c2ccccc2S3)cc1,-12%
CCOC(=O)N1CCN(C(=O)c2ccc3c(c2)N(Cc2ccccc2F)C(=O)c2ccccc2S3=O)CC1 (stereo unspecified),-6%
O=c1cc(CSc2ccccc2)[nH]c2ccc(F)cc12,-6%
O=C(NC(c1ccc(Cl)cc1)c1cnccn1)C1CCN(Cc2ccc(Cl)cc2)CC1 (stereo unspecified),4%
COc1cc(-c2nnn(CC(=O)Nc3ccc(OC(F)(F)F)cc3)n2)cc(OC)c1OC,1%
CCOC(=O)C1(C)CCCN1C(=O)c1ccc(F)c(Cl)c1 (stereo unspecified),9%
CCOc1ccc(CCNC(=O)NCc2noc3ccc(C)cc23)cc1,-1%
COc1cccc(C2=CC(c3ccccc3F)n3c(nc4ccccc43)N2)c1 (stereo unspecified),0%
CCOC(=O)c1ccc(NC(=O)c2csc3c2CCCCC3)cc1,-4%
CCOC(=O)C1(C)CCN1C(=O)c1ccc(Cl)cc1Cl (stereo unspecified),-4%
CCSc1nn(CC(=O)Nc2cccc(Cl)c2)c(N)c1S(=O)(=O)c1ccc(OC)cc1,-1%
COC(=O)[C@@]1(Cc2ccc(F)cc2)[C@H]2c3cc(C(=O)N4CCCC4)n(CCSCCO)c3C[C@H]2CN1C(=O)c1ccccc1,-17%
CCOC(=O)C1=C(COC(=O)Cc2ccccc2[N+](=O)[O-])NC(=O)NC1C (stereo unspecified),-6%
Cc1ccc(NC(=O)C(=O)NCC(c2cccnc2)N2CCN(C)CC2)cc1 (stereo unspecified),-3%
Cc1ccc(-n2ncc3c(N4CCCCCC4)ncnc32)cc1Cl,0%
CC1(C(=O)NCc2ccc(Cl)cc2)CCN1C(=O)Cc1cccs1 (stereo unspecified),5%
O=C(CCSCc1ccccc1Cl)NCc1ccc(F)cc1Cl,-3%
O=C(Cn1cc(SCc2ccc(F)cc2)c2ccccc21)N1CCCC1,-24%
Cc1ccc2c(=O)c(C(=O)c3ccc(Cl)cc3)cn(CC(=O)Nc3ccc4c(c3)OCCO4)c2n1,-4%
N#Cc1ccc(OCC(=O)OCC(=O)N2CCc3ccccc32)cc1,-1%
Cc1ccc(CNC(=O)c2ccc3nc(N4CCCCC4)sc3c2)cc1,4%
Cc1ccc(C2=NC(c3ccccc3)=Nc3ccc(Cl)cc3N2)cc1,0%
CCCCn1nnnc1C(c1ccccc1)N1CCN(c2c(Cl)cncc2Cl)CC1 (stereo unspecified),3%
CC(Cc1ccc2c(c1)OCO2)NO (stereo unspecified),9%[157 µM]

# Some of these compounds in order of molar mass, largest number first:
SMILES,Tb PYK inh
O=C(NC(c1ccc(Cl)cc1)c1cnccn1)C1CCN(Cc2ccc(Cl)cc2)CC1 (stereo unspecified),4%
Cc1nn(Cc2ccccc2Cl)c(C)c1NC(=O)c1cc(C(C)C)on1,-5%
O=C(CCSCc1ccccc1Cl)NCc1ccc(F)cc1Cl,-3%
CCC(=O)N1c2ccccc2CC1C(=O)NCCc1ccc(SC)cc1 (stereo unspecified),-1%
Cc1ccc(CNC(=O)c2ccc3nc(N4CCCCC4)sc3c2)cc1,4%
CCCCN1C[C@H](C)[C@@H](CC(=O)Nc2ccc(OC)cc2)C1=O,0%
O=S(=O)(O)Sc1ccccc1,-14%

# (further entries)
SMILES,Tb PYK inh
COCCCN1C(=O)C(CC(=O)NCCN2CCOCC2)CC(C(=O)N2CCCCCC2)=C1C (stereo unspecified),0%
CC(C)n1c(=N)c(C(=O)NC2CCCCC2)cc2c(=O)n3ccccc3nc21,2%
Fc1ccc(CNc2nc(-c3ccccc3)cc(C(F)(F)F)n2)cc1,3%
Cc1ccc(C(C)C)c(OCC(=O)Nc2ccc(-c3nc4ncccc4o3)cc2C)c1,0%
CCCc1c(-c2ccc(F)cc2)ncn1Cc1ccccc1OC,5%
Cc1ccccc1Cn1nnc2c(=O)[nH]c(C3CCN(C(=O)c4ccc(F)cc4)CC3)nc21,1%
O=C(c1ccccc1F)N1c2ncnn2C2(CCCCC2)[C@@H]2CCCC[C@@H]21,3%
CC(C)(C)n1nnnc1C(c1ccnc2ccccc12)N1CCN(C/C=C/c2ccccc2)CC1 (stereo unspecified),4%
COc1ccc(CN2C(=O)C(CC(=O)NCCCCc3ccccc3)CC(C(=O)N(C)C)=C2C)cc1 (stereo unspecified),-2%
NC(=O)c1ccc(NCCc2cccs2)cc1,4%
COc1cccc(-n2c(=O)c3cc(OC)c(OC)cc3n(CC(=O)Nc3ccccc3)c2=O)c1,-2%
O=C(Cn1ncc2c3ccccc3n(Cc3ccccc3F)c2c1=O)NCc1ccccc1Cl,-5%
COc1cc2c3c(c1OC)C(=O)CC3CCCC2 (stereo unspecified),6%
Cc1ccc(F)cc1NC(=O)Cn1c(C)cc(C)c(C#N)c1=O,-13%
CCOC1CCCc2oc(-c3ccc(N(C)C)cc3)c(C(=O)OC)c21 (stereo unspecified),-7%
CC1=C(C(=O)Nc2ccc(C)cc2C)C(c2ccccc2)n2nc(SCC(=O)c3ccc(C)cc3)nc2N1 (stereo unspecified),-17%
COc1ccc(OC)c(-c2nnc3n2N=C(c2ccc(OC)c(OC4CCOC4)c2)CS3)c1 (stereo unspecified),-12%
CCCNC(=O)C(=O)NCC(c1ccc2c(c1)OCO2)N1CCOCC1 (stereo unspecified),1%[15.4 µM]
CCN(C(=O)Nc1cccc2ccccc12)c1ccccc1,4%
O=C(c1cnc2cc(-c3ccccc3)nn2c1)c1cc([N+](=O)[O-])ccc1O,7%
COc1cc(CN2CCC(C(=O)NC(c3ccc(-c4ccccc4)cc3)c3cnccn3)CC2)cc(OC)c1 (stereo unspecified),2%
CCOC(=O)c1c(C)[nH]c(C)c1S(=O)(=O)NCC(=O)NCc1ccccc1Cl,-5%
O=C(NCc1ccc2c(c1)CCN2C(=O)c1ccccc1)Nc1cc(F)ccc1F,3%
Cc1nn2c(=O)cc(COC(=O)C(c3ccccc3)c3ccccc3)nc2s1,-5%
Brc1ccc(-c2nc3c4ccccc4ccn3c2Cc2ccccc2)cc1,2%
COc1ccc(S(=O)(=O)Nc2cc3c(C(=O)OC(C)C)c(C)oc3c3ccccc23)cc1,1%
CC(C)c1ccc(NC(=O)C2CCCN(S(=O)(=O)c3ccc4[nH]c(=O)ccc4c3)C2)cc1 (stereo unspecified),-7%

# Screening results: PubChem, National Center for Advancing Translational Sciences (NCATS)
